High-throughput results as filed in PubChem.
TcdB GH inh – blocks C. difficile toxin B glycohydrolase activity | actives 0.24% (n = 350,000) | TcdB glycohydrolase enzymatic assay, plate reader | AID 652162 | inhibition, % at 9.99 µM | P18177; in the data active = inhibition above about 10%
Target sequence (P18177 whole entry, looked up): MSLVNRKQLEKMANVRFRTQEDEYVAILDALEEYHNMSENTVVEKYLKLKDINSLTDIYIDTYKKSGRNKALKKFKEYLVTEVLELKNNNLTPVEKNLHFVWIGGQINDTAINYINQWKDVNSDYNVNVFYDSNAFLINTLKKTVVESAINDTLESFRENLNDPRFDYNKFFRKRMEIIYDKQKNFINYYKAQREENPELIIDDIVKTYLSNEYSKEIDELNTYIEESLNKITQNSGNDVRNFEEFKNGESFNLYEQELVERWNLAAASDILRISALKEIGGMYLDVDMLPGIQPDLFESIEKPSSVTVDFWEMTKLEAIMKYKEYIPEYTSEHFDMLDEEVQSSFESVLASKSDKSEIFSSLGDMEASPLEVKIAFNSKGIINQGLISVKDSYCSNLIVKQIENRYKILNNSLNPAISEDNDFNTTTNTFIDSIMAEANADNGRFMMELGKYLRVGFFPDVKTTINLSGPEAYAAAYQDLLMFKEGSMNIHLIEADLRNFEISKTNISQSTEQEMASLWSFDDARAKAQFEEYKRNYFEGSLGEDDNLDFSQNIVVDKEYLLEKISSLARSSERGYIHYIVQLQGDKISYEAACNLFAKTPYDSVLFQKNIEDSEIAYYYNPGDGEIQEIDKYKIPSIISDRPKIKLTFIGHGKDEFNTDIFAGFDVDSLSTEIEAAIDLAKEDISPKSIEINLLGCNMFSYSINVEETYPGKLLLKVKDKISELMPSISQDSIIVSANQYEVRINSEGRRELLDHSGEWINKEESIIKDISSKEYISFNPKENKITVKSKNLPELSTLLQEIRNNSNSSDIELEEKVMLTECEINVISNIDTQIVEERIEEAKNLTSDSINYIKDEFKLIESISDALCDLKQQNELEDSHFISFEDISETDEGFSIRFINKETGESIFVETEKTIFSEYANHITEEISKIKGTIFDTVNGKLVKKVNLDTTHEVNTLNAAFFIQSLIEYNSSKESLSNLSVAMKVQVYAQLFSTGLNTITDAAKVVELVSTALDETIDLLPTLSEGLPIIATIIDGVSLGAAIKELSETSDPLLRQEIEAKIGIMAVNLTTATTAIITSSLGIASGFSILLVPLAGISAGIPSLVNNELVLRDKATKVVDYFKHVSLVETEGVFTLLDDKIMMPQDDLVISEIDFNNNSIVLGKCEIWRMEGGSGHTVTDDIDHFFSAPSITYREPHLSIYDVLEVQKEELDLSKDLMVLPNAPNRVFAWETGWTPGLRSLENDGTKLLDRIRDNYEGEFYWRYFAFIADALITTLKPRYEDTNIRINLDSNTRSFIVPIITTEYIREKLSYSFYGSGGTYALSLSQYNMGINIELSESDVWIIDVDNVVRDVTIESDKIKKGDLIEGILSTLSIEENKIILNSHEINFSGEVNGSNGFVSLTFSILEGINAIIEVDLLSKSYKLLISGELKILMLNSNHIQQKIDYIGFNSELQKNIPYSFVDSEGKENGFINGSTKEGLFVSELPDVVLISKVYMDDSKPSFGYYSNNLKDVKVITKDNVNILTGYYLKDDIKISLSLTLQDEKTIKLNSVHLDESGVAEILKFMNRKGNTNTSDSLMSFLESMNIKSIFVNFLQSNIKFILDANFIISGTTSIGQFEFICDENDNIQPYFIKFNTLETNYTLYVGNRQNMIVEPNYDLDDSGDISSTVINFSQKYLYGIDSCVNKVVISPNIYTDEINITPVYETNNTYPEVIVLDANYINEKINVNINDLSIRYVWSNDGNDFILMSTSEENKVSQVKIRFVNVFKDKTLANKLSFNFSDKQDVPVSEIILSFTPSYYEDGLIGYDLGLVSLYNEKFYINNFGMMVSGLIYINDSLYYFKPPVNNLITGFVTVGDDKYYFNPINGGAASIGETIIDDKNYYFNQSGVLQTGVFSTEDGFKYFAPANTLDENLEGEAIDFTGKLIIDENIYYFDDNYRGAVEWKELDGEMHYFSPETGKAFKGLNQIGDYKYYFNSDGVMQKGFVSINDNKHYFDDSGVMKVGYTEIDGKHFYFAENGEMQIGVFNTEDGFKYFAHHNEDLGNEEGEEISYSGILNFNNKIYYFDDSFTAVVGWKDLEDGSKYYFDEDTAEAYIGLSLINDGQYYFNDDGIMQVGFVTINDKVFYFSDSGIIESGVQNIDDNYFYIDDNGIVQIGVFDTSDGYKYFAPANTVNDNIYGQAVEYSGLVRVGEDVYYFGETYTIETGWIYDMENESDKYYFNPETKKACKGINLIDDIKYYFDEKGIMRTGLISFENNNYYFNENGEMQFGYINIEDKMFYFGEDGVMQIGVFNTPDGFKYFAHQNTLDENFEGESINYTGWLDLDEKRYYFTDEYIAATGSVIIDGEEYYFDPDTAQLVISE
CCHF vOTU inh – CCHFV vOTU protease inhibition. actives 0.55% (n = 370,000). inhibition, % at 11.5 µM. Pep-AMC fluorescence. AID 651958; in the data active = inhibition above about 30%; also: 0% = vehicle wells with enzyme and 100% = no enzyme wells
PriA SSB inh – blocks PriA binding to SSB C-terminal tail | AlphaScreen SSBct-PriA binding, biotinylated peptide | inhibition, % at 33 µM | actives 0.6% (n = 430,000); in the data active = inhibition mostly above about 37%, no sharp cut-off; inactive = mostly below about 20%;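 also: plate controls were negative control peptide for no effect and reference peptide for full effect; strong numbers were not always called active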
Y pestis TopoI – inhibitors of Yersinia pestis topoisomerase I | actives 0.064% (n = 360,000) | AID 504884 | Y. pestis Topo-I cleavage product accumulation, plate reader | activity, % at 10 µM; in the data active = activity above about 50%, passing the limit was not always enough; also: inactives centre near 2
SARS 3CLpro inh – SARS-CoV 3CLpro protease inhibition | P0C6X7 | actives 0.14% (n = 290,000) | AID 1706 | inhibition, % at 6 µM | recombinant SARS-CoV 3CLpro, quenched FRET peptide cleavage; in the data active = inhibition above about 12%
PrPC surface inh – reduces human prion protein on the cell surface. P04156. cell surface PrPC, TR-FRET read-out. inhibition, % at 13.8 µM. actives 0.43% (n = 370,000). AID 720596; in the data active = inhibition above about 24%; also: 0% = median of the test wells and 100% = reference compound wells
Rv3671c protease – inhibitors of M. tuberculosis serine protease Rv3671c; P9WHR9; inhibition, % at 5.96 µM; actives 0.048% (n = 320,000); AID 2606; in the data active = inhibition above about 38%;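 also: extracellular domain of Rv3671c used as enzyme; 0% = enzyme with DMSO and 100% = no enzyme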
MazEF act – increases E. coli MazEF RNase cleavage of RNA. activation, % at 20 µM. actives 0.32% (n = 350,000). AID 504720. FAM/BHQ RNA-DNA oligo cleavage fluorescence, 5 h; in the data active = activation above about 50%
Vc quorum ag – inducers of Vibrio cholerae quorum light production without autoinducers. AID 588436. activation, % at 18.7 µM. actives 0.16% (n = 350,000). V. cholerae BH1578 lux reporter, luminescence, 6 h; in the data active = activation mostly above about 9.7%, no sharp cut-off; also: not every result past the cut was called active; inactives centre near 0; reference of the scale not given here
VHR inh abs – DUSP3 (human) phosphatase inhibition; inhibition, % at 13.3 µM; recombinant VHR phosphatase, pNPP absorbance; P51452; actives 0.52% (n = 290,000); in the data active = inhibition above about 50%; also: some compounds called inactive have numbers as strong as hits
The depositor's hits bear a star; i = inactive; . = not tested or not shown; & = joins results of further samples. These rows are one share of the data (hit frequency here may not be typical).

SMILES | TcdB GH inh | CCHF vOTU inh | PriA SSB inh | Y pestis TopoI | SARS 3CLpro inh | PrPC surface inh | Rv3671c protease | MazEF act | Vc quorum ag | VHR inh abs
C=CCn1c(O)c(C(CC)=NCc2ccco2)c(=O)[nH]c1=O | 4.2 | 1 | -10 | 7 | -1 | -8 | -5 | 3 | i | 33
COc1ccc(C(C(=O)NC(C)(C)C)N(C(=O)CCC(=O)Nc2cc(C)on2)c2c(C)cccc2C)cc1 (configuration not stated) | -0.3 | 9 | -5 | 3 | 7 | 6 | -6 | 7 | i | 21
COc1ccc2nc3oc(C(=O)N4CC(C)CC(C)C4)cc3cc2c1 (configuration not stated) | . | . | -3 | 19 | -3 | . | -3 | 5 | -0.1 | 19
Cc1ccsc1C(=O)N1CCC1(C)C(=O)NCC(C)(C)C (configuration not stated) | 0.5 | -3 | . | 8 | . | 3 | . | . | -0.3 | .
C=CCNc1nc2ccccc2nc1NS(=O)(=O)c1ccc(F)cc1 | -3.2 | 0 | -9 | 4 | 0 | 4 | 3 | 5 | i | 13
CC(C)c1ccc(OCC(O)CN2CCCC2)cc1 (configuration not stated) | 0.1 | 8 | -7 | -10 | 3 | -4 | . | 14 | -0.1 | -12
CCc1nnc(NC(=O)C2CCCN(c3nc4ccccc4s3)C2)s1 (configuration not stated) | . | 2 | -11 | 33 | -2 | 1 | -5 | -4 | i | -2
Cc1ccn2c(C(=O)CSc3ccccc3)c(C)nc2c1 | 0.8 | -7 | 0 | 0 | 2 | 6 | -7 | -1 | i | 18
CCC(=O)Nc1cccc(NC(=O)c2ccccc2Br)c1 | 1.2 | -3 | -17 | 1 | 7 | -1 | -3 | 1 | -0.4 | 36
COc1cc(/C=N/NC(=O)c2c(-c3c(Cl)cccc3Cl)noc2C)ccc1OCC(N)=O | -0.9 | -1 | . | 10 | 5 | 12 | . | 7 | i | 17
COCCSc1ccccc1C(=O)Nc1cccnc1 | . | 5 | -7 | -8 | 1 | -1 | 4 | 5 | 0.6 | -19
COc1ccccc1N1CCN(CCCNC(=O)Nc2ccccc2C)CC1 | . | 1 | -4 | -8 | -3 | -8 | 3 | 10 | i | 22
O=C(Nc1ccc(Cl)cc1)c1ccc2snnc2c1 | 1.2 | 0 | -10 | -12 | -1 | 2 | 4 | 6 | -1.6 | -22
COc1ccc(-n2c(O)c(/C=N/NS(=O)(=O)c3ccc(C)cc3)c3ccccc3c2=O)cc1OC | . | -14 | . | -4 | 7 | -8 | -33 | -7 | 0.1 | 10
CC(=O)Nc1ccc(NC(=O)CCN2C(=O)C3CC=CCC3C2=O)cc1 (configuration not stated) | 0.5 | -3 | -2 | -1 | . | 6 | -13 | -4 | -3.1 | .
O=C(NCc1ccncc1)C(F)(F)C(F)(F)C(=O)NCc1ccncc1 | . | -4 | -2 | -7 | 0 | -5 | -8 | 7 | i | 7
Cc1ccc(C2=NS(=O)(=O)N(C)C(C(=O)Nc3ccc(F)cc3F)=C2)cc1 | 0.1 | 12 | 10 | -2 | -3 | 1 | -5 | 4 | -0.2 | 13
COC(=O)c1sc(N)c(C(=O)OC)c1Cn1ncc(Cl)c(Cl)c1=O | 1.1 | 3 | -5 | -1 | -1 | -6 | 1 | 14 | -0.4 | -9
CCN(CC(=O)Nc1ccc(NC(C)=O)cc1)C(=O)c1cn(-c2ccccc2)nc1-c1cccs1 | 1.1 | 0 | 14 | 37 | . | 9 | . | -3 | -0.5 | .
O=C(CCS(=O)(=O)c1ccc(Cl)cc1)Nc1nc(-c2ccncc2)cs1 | -1.6 | 6 | 9 | 0 | -3 | -4 | 2 | -6 | -6.2 | 2
Cc1cc(=O)[nH]c(SCC(=O)N2CC3(C)CC2CC(C)(C)C3)n1 (configuration not stated) | -1.3 | 15 | -8 | 0 | . | 7 | 2 | 7 | i | .
COc1cccc(/C=N/NC(=S)Nc2cccnc2)c1 | -0.6 | -3 | . | -13 | 16* | -13 | -5 | 9 | -0.2 | 17
COc1ccc(C(=O)Nn2c(SCC(=O)NCc3ccco3)nc3ccccc3c2=O)cc1 | . | 2 | 3 | -5 | 6 | 6 | -11 | 3 | -0.6 | 29
COc1cc(/C=C2/C(=O)NN(c3ccc(Cl)c(Cl)c3)C2=O)cc([N+](=O)[O-])c1O | 0.8 | 38* | 3 | -14 | 3 | -3 | -2 | -6 | i | 27
O=C(N/N=C\c1ccc([N+](=O)[O-])s1)c1cncc(Br)c1 | 1.4 | -6 | . | -12 | 1 | -4 | -7 | 7 | i | -1
CCc1ccc(NC(=O)C(C)Sc2ccc(S(=O)(=O)N3CCN(C)CC3)cn2)cc1 (configuration not stated) | -0.4 | -4 | -13 | 10 | . | -3 | -5 | -7 | -0.5 | .
O=C(CCCN1C(=O)/C(=C\c2cccs2)SC1=S)Nc1ccc(C(=O)O)cc1 | -0.8 | 8 | 3 | 4 | 2 | -13 | -12 | -4 | i | 40
CC(C)OCCCNC(=O)C1CCN(S(=O)(=O)c2ccc3nc4c(c(C(=O)O)c3c2)CCCCC4)CC1 | 0.7 | 8 | 0 | 7 | -3 | -4 | -10 | 9 | -5.9 | 7
CN1CCN(C(=S)c2ccc(Br)cc2)CC1 | 0.2 | -8 | 1&-5 | 2 | 2 | 0 | 1 | 8 | -0.2 | 22
Cc1ccc(NC(=O)CN(C)Cc2cc(=O)n3ccsc3n2)cc1 | 1.2 | -2 | -6 | -1 | 2 | 3 | 1 | -8 | -2.6 | 27
Cc1cc(=O)[nH]c(SCC(=O)NCCC2=CCCCC2)n1 | -1.7 | -4 | 2 | 0 | -3 | -3 | -8 | 1 | -4.5 | 20
O=C(c1cccc(F)c1)N1CCCC(C(=O)N2CCCC2)C1 (configuration not stated) | . | 1 | -4 | 14 | -3 | 0 | -14 | -3 | -0.4 | 5
Cc1c(NC(=O)c2cc(-c3ccc(Cl)c(Cl)c3)on2)c(=O)n(-c2ccccc2)n1C | -0.3 | 9 | 1 | 0 | 0 | 6 | -6 | 6 | -5.6 | 10
Cc1nn(CC(=O)NCc2ccccc2Cl)c(C)c1[N+](=O)[O-] | 0.3 | -8 | -4 | -13 | 2 | 4 | 11 | 0 | -5.9 | 14
O=C(C1CCCO1)N1CCN(S(=O)(=O)c2cc(C(F)(F)F)ccc2Cl)CC1 (configuration not stated) | 1.0 | 1 | 0 | -5 | . | -2 | . | 1 | -14 | .
Cc1cc(F)ccc1NCC(=O)Nc1ccc(Br)cc1C | . | 11 | 6 | -9 | 0 | 5 | -2 | 1 | i | 5
COc1ccccc1N1CCN(C(=O)COc2ccc(S(=O)(=O)NC(C)C)cc2)CC1 | 0.1 | 0 | 4 | -3 | -1 | 9 | 10 | 5 | -0.3 | 22
CCOc1ccc(C2C(C(=O)NC)=C(C)Nc3nc4ccccc4n32)cc1OC (configuration not stated) | 2.3 | 8 | 0 | -8 | -5 | -4 | 1 | 4 | 0.1 | .
Cc1cccc(C(=O)Nc2scc(CC(C)C)c2C(=O)O)c1 | . | 17 | -5 | -3 | 7 | 6 | 4 | 0 | -0.3 | -16
O=c1c2ccccc2nc(/C=C/c2ccccc2O)n1-c1ccccc1O | 1.5 | -6 | . | 2 | 7 | -5 | -7 | . | i | 24

A second format for part of the listing above:
Under each structure – TcdB GH inh, CCHF vOTU inh, PriA SSB inh, Y pestis TopoI, SARS 3CLpro inh, PrPC surface inh, Rv3671c protease, MazEF act, Vc quorum ag, VHR inh abs
> O=c1c2ccccc2nc(/C=C/c2ccccc2O)n1-c1ccccc1O
  1.5, -6, ., 2, 7, -5, -7, ., i, 24
> COc1cccc(/C=N/NC(=S)Nc2cccnc2)c1
  -0.6, -3, ., -13, 16*, -13, -5, 9, -0.2, 17
> Cc1cc(=O)[nH]c(SCC(=O)NCCC2=CCCCC2)n1
  -1.7, -4, 2, 0, -3, -3, -8, 1, -4.5, 20

Going on with the list:
SMILES | TcdB GH inh | CCHF vOTU inh | PriA SSB inh | Y pestis TopoI | SARS 3CLpro inh | PrPC surface inh | Rv3671c protease | MazEF act | Vc quorum ag | VHR inh abs
CS(=O)(=O)c1nc([N+](=O)[O-])nn1CCCc1ccccc1 | . | . | -9 | 4 | . | . | -2 | 3 | -0.7 | .
N#CCSc1nc(-c2ccccc2)cs1 | . | 0 | -14 | 2 | 0 | 1 | 7 | 6 | -0.6 | 20
Cc1ccc(C)c(NS(=O)(=O)c2ccc3oc(=O)ccc3c2)c1 | -0.9 | -9 | -1 | 6 | -1 | 7 | -16 | 13 | i | 9
C(=N\N(c1ccccc1)c1ccccc1)/c1ccc2c(c1)OCO2 | . | 6 | . | -1 | 3 | 5 | 0 | -6 | 1.6 | 27
Cc1c(NC(=O)C(C)Oc2cccc(F)c2)c(=O)n(-c2ccccc2)n1C (configuration not stated) | 1.5 | -3 | 2 | 2 | . | 1 | -1 | -2 | i | .
COC(=O)N1C(=O)[C@](CC(C)C)(c2ccccc2)N1C(=O)OC | 2.0 | -5 | 9 | -2 | 0 | 0 | -16 | -1 | -3.0 | 2
COc1ccc(OC)c2sc(N3CCN(C(=O)c4ccc5ncsc5c4)CC3)nc12 | 1.2 | -11 | 12 | 28 | . | 2 | 12 | 2 | -12 | .
O=S(=O)(NCCCCNS(=O)(=O)c1c(F)cccc1F)c1ccc2c(c1)OCCO2 | 0.3 | -11 | -19 | 9 | . | 3 | 0 | -19 | -0.4 | .
Cc1ccc(N2C(=O)N(CC(=O)Nc3ccccc3C)C(=O)C2C)cc1 (configuration not stated) | 1.5 | 6 | 7 | -5 | -1 | -8 | . | -6 | i | -2
COc1ccc(OC)c2c(N3CCN(C)CC3)cc(C(F)(F)F)nc12 | . | 3 | -8 | -5 | -3 | 0 | -1 | 4 | . | -27
O=C(c1ccc(CS(=O)c2ccc(Br)cc2)o1)N1CCN(C2CCCCC2)CC1 (configuration not stated) | 0.6 | -3 | . | 23 | . | -16 | . | 3 | 3.0 | .
CC(=O)N1CCC(N(CCN2CCOCC2)C(=S)Nc2ccccc2C)CC1 | . | -6 | 7 | 0 | 4 | 0 | 6 | -2 | i | 4
CC(C)(C)OC(=O)[C@H](Cc1ccccc1)NC(=O)c1nc[nH]c1C(=O)NCC(=O)OCc1ccccc1 | -0.1 | 20 | -17 | 0 | 8 | 3 | -17 | 1 | -0.4 | 17
N#Cc1c(Cl)nc2c(c1C#N)CCCC2 | 0.3 | -3 | -5 | 4 | 0 | -3 | 14 | -13 | -0.4 | 5
CC(C)CN(C(=O)c1ccc(Br)o1)C1CCS(=O)(=O)C1 (configuration not stated) | -1.9 | -4 | 2 | 4 | . | -2 | 0 | 9 | i | .
OC(c1cc(Cl)cc(Cl)c1)c1ncc(-c2cccc(F)c2)[nH]1 (configuration not stated) | 0.8 | 6 | . | -4 | . | -8 | . | . | 0.2 | .
N#C/C(C(N)=O)=C1/SC=C(c2ccccc2)N1c1ccccc1 | 1.0 | 9 | -5 | -6 | -4 | 6 | -1 | -5 | 0.4 | 8
O=C(c1ccccc1F)N1C(=O)c2cccc3cccc1c23 | 1.6 | 3 | -2 | -2 | 4 | -7 | -5 | 2 | i | 13
Cc1cc(NC(=O)CSc2ncn[nH]2)no1 | 0.6 | 3 | 10 | 0 | 1 | 2 | -6 | -2 | i | 5
CC(c1ccc(F)cc1)n1cc(C(=O)NCc2ccc3c(c2)OCO3)nn1 (configuration not stated) | . | -3 | 5 | 22 | -2 | 8 | -4 | -4 | -10 | -4
CCc1ccc(N=C2N=C(N)c3ccccc32)cc1 | . | 9 | 11 | -8 | 3 | -7 | 9 | 9 | 3.1 | -12
Cc1noc(C)c1C(=O)NCCCN1CCCC1=O | . | 20 | -9 | 1 | 4 | 5 | -5 | -1 | -0.4 | -1
CCN(Cc1cc2cc(OC)ccc2[nH]c1=O)C(=O)c1ccncc1 | . | -25 | -6 | 0 | -1 | -6 | -2 | 0 | i | 5

Retrieved by structure from the entries so far:
SMILES | TcdB GH inh | CCHF vOTU inh | PriA SSB inh | Y pestis TopoI | SARS 3CLpro inh | PrPC surface inh | Rv3671c protease | MazEF act | Vc quorum ag | VHR inh abs
OC(c1cc(Cl)cc(Cl)c1)c1ncc(-c2cccc(F)c2)[nH]1 (configuration not stated) | 0.8 | 6 | . | -4 | . | -8 | . | . | 0.2 | .
COC(=O)N1C(=O)[C@](CC(C)C)(c2ccccc2)N1C(=O)OC | 2.0 | -5 | 9 | -2 | 0 | 0 | -16 | -1 | -3.0 | 2
